MT stabilize HCS: stabilizes microtubules in HeLa cells. HeLa tubulin immunostaining HCS, 24 h; share of cells brighter than vehicle mean+2SD. % tubulin-high responders, % at 10 µM. hit rate 0.83% among 200,000;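 active means plate Z-score above 3 for both tubulin-high and condensed-nucleus cell shares, with cell loss under 80%, at 10 µM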;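 further: anti alpha tubulin signal scored within the nucleus-defined area of each cell; some results filed as inactive read as strong as hits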
Yfh1-depleted yeast: enhancers of respiration in Yfh1-depleted yeast, dose response, Friedreich's ataxia, plus single-dose screen (AID 1465); one-dose fold induction at 50 µM; EC50 in µM for titrated hits; S. cerevisiae Yfh1-off respiration, WST-1 reduction, 72 h; higher fold induction means a stronger effect; hit rate 0.074% among 220,000;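 active means fold induction of absorbance versus untreated yeast above a set limit, then at least 30% activation at any dose in follow-up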;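 further: activators that raise dye reduction in frataxin-depleted yeast; strong numbers were not always called active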
Autophagy mod: modulators of autophagy; MEF GFP-LC3 puncta imaging; test concentration mostly 10 µM; calls only at 10 µM (by protocol); hit rate 0.98% among 190,000;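 active means percentage of spot-positive cells more than 3 SD above its plate mean, without a fluorescence outlier flag or 80% toxicity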;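 further: spot-positive cell cutoff set from DMSO-treated cells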
bCat nuc transl: modulators of beta-catenin nuclear translocation; hit rate 0.3% among 190,000; HeLa beta-catenin nuclear translocation, immunofluorescence imaging; nuclear translocation activity, % at 5 µM;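 active means nuclear translocation activity above 50% at 5 µM, with a well cell count of 50 or more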;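 further: per-cell ratio of nuclear to cytoplasmic median beta-catenin stain intensity; plate controls were DMSO negative control for no effect and GSK-3 inhibitor IX positive control for full effect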
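test system = HeLa cells, endogenous beta-catenin | dosing = single 5 µM dose plus 0.02–20 µM confirmation series | times = compound treatment 24 h, 37°C, 5% CO2 | technique = beta-catenin immunofluorescence imaging with DAPI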
AID2073: disruptors of CaV2.2 binding to Mint1 – biochemical, HTRF (AID 2073); HTRF protein-protein interaction, Mint1-CaV2.2; higher % means a stronger effect; inhibition, % at 20 µM, or IC50 in µM where a hit was titrated; hit rate 0.19% among 290,000; in the data active means inhibition mostly above about 51%, no sharp cut-off; further: some results filed as inactive read as strong as hits
Dynein cargo inh: dynein cargo transport inhibition. 3617.4 mouse cells, GR-EGFP nuclear translocation imaging; test concentration mostly 20 µM; stimulated with dexamethasone, 1 µM; active compounds read low. z-score, hits read low. hit rate 0.47% among 220,000;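 active means plate z-score of nuclear minus cytoplasmic receptor signal below a set negative limit, without overly bright fluorescence or cell loss, cut at about -3.5 in these data, passing the limit was not always enough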;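 further: z-score of nuclear minus cytoplasmic ring GR-EGFP intensity difference per well; some compounds called inactive have numbers as strong as hits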
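Buffer or medium: tet-free, stripped-serum medium; reagent: dexamethasone at 1.0 µM final, 30 min; incubation: 48 h induction, 1 h compound, 30 min dex at 37 °C; measured by: formaldehyde fixation, Hoechst nuclear stain, 10x automated fluorescence imaging; read-out: nuclear-to-cytoplasmic GR-EGFP distribution per well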
Insulin prom up: MIN6 insulin promoter up-regulation; MIN6 insulin promoter-GFP reporter, high-content imaging; active compounds read high; z-score at 5 µM; hit rate 0.3% among 190,000; AID 1625;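 active means z-score above 3 at 5 µM with at least 500 cells counted in the well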
WT yeast gro inh: growth inhibition of WT yeast, mitochondrial fusion screen; mitochondrial fusion phenotypic screen, WT strain; inhibition, % at 10 µM; hit rate 2.1% among 190,000; AID 1362; in the data active means inhibition above about 58%; tested in S. cerevisiae
HIV fusion peptide: inhibitors of HIV fusion peptide binding, primary screen, biochemical, uHTS, fluorescence dequenching (AID 1986) | inhibition, % at 20 µM; hits with a dose series show IC50 in µM | hit rate 0.3% among 290,000 | cell-free peptide binding, fluorescence dequenching, 30 min; higher % means a stronger effect; in the data active means inhibition mostly above about 52%, no sharp cut-off; inactive means mostly below about 76%; further: some results filed as inactive read as strong as hits
WT yeast gro inh mutant strain: further read-out of WT yeast gro inh, marked with its call; inhibition, %; mitochondrial fusion phenotypic screen, mutant strain inhibition
Dynein cargo inh cytoplasmic EGFP: also measured in Dynein cargo inh; calls as there; z-score; measured here: cytoplasmic GR-EGFP intensity; active compounds read high
Dynein cargo inh nuclear GR-EGFP: second read-out of Dynein cargo inh, no call of its own (marks repeat the call); z-score; measured here: nuclear GR-EGFP intensity;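 lower value marks the stronger effect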
Dynein cargo inh cell count: recorded beside Dynein cargo inh, whose call it bears; z-score; measured here: cell count per field
Insulin prom up cell count: recorded beside Insulin prom up, whose call it bears; cell count; measured here: cytotoxicity, nuclei count;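 total cells summed across four imaged fields per well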
bCat nuc transl cell count 5 µM: second read-out of bCat nuc transl, no call of its own (marks repeat the call); cell count; measured here: cell count, cytotoxicity flag
MT stabilize HCS Hoechst-high %: also measured in MT stabilize HCS; calls as there; % Hoechst-high responders; measured here: nuclear condensation Hoechst responders;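 share of cells brighter than vehicle mean plus two SD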
MT stabilize HCS cytotoxicity %: recorded beside MT stabilize HCS, whose call it bears; toxicity, %; measured here: cytotoxicity by cell density;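 0% = mean cell density of plate MIN control wells and 100% = no cells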
Autophagy mod cell loss 18 h: further read-out of Autophagy mod, marked with its call; toxicity, %; measured here: cell loss, nuclei count;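 cell loss after 18 h compound exposure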
* = called active by the depositor; i = inactive; / = not tested or not shown.

Values run as follows: MT stabilize HCS Hoechst-high %	Insulin prom up cell count	Autophagy mod cell loss 18 h	HIV fusion peptide	Dynein cargo inh cytoplasmic EGFP	WT yeast gro inh	WT yeast gro inh mutant strain	Dynein cargo inh cell count	bCat nuc transl	Dynein cargo inh	AID2073	Insulin prom up	bCat nuc transl cell count 5 µM	MT stabilize HCS	MT stabilize HCS cytotoxicity %	Dynein cargo inh nuclear GR-EGFP	Autophagy mod	Yfh1-depleted yeast
COC(=O)C1Cc2c([nH]c3ccccc23)C(C)N1 (stereo not drawn)
→ 4.2	2003	-39	2.4%	-0.35	21	19	0.49	-0.5	-0.28	7%	0.44	1057	4.2	6.7	-0.26	i	i
S=C(NC12CC3CC(CC(C3)C1)C2)N1CCOCC1
→ 1.1	1475	-5	-0.3%	-0.31	12	11	0.91	-0.4	-1	-11%	0.06	1016	1.6	5.6	-0.33	i	i
CCOc1ccc(NC(=O)N2CCCC2C(=O)NCC2CCCO2)cc1 (stereo not drawn)
→ 2.5	1006	22	-1.4%	-0.37	-4	2	0.86	-0.3	-1.3	-6%	-3.1	1542	3.6	1.7	-0.66	i	i
Fc1ccc(C2=Nc3cccc4cccc(c34)N2)cc1
→ 0.5	1346	3	0.5%	-0.11	16	14	0.65	0.0	-0.31	-8%	0.25	1456	0.5	7.9	-0.083	i	i
CN1CCN(CC(=O)Nc2nc(-c3c[nH]c4ccccc34)cs2)CC1
→ 1.9	1179	12	-1.5%	-0.28	5	2	0.055	0.3	0.38	18%	0.44	1038	3.7	5.5	0.37	i	i
CCn1c(=O)n(CC(=O)Nc2cccc(OC)c2)c(=O)c2ccccc21
→ 2.3	1051	9	-2.7%	-0.15	-2	-8	0.42	-1.2	-0.89	3%	1.3	979	5.3	4.5	-0.1	i	i
Cc1ccc(C)c(S(=O)(=O)Nc2ccc(O)c(C(=O)O)c2)c1
→ 2.4	1056	-3	5.4%	0.73	-18	-9	0.82	2.0	-0.098	2%	1.6	1023	3.4	7.3	0.28	i	i
C/C(=N\NC(=O)COc1ccc(C)cc1C(C)C)c1cc2ccccc2o1
→ 2.2	1475	0	-3.1%	-0.27	26	6	0.56	2.3	-0.79	4%	0.47	1034	3.0	6.7	-0.57	i	i
COc1ccccc1C1C=C(c2ccc(Cl)cc2)Nc2nc(N3C(=O)CCC3=O)nn21 (stereo not drawn)
→ 1.5	1157	18	-1.3%	-0.24	40	36	-0.62	-2.7	1.8	27%	-0.01	755	4.4	6.0	1.1	i	i
O=C(NCCN1CCOCC1)N1c2ccccc2Sc2ccccc21
→ 1.2	1450	1	-3.0%	-0.18	11	18	0.55	-0.2	-0.62	0%	-0.1	1363	0.6	6.4	-0.7	i	/
Cc1cccc(Oc2sc(C(=O)c3ccccc3)c(N)c2C#N)c1C
→ 1.5	/	-26	2.5%	-0.2	6	-1	0.23	/	-0.93	4%	/	/	1.7	5.5	-0.063	i	/
Oc1ccccc1-c1cc(-c2ccccc2Cl)[nH]n1
→ 1.8	1187	-5	-1.9%	-0.21	16	7	0.55	8.1	1.1	1%	-0.79	1150	3.6	5.1	0.57	i	i
C=C(C)C1CC=C(C)/C(=N/NC(=O)c2ccc(NC(=O)CCC)cc2)C1 (stereo not drawn)
→ 1.8	1177	13	-2.4%	0.51	14	17	0.28	-4.5	0.42	-6%	0.45	1206	4.0	11	0.46	i	i
O=C(CSc1nc2[nH]ncc2c(=O)[nH]1)NCCc1ccccc1
→ 2.3	/	10	1.0%	-0.26	9	2	0.16	1.3	0.48	13%	/	1127	1.6	0.9	0.34	i	i
CC(=O)c1cc(-c2ccccc2)n(CCC(=O)NC2CCCCC2)c1C
→ 3.9	1304	1	3.9%	-0.28	-4	3	-0.82	-2.1	0.66	-11%	-0.79	497	2.2	8.6	-0.074	i	i
Cc1ccc2nc(NCc3ccc(F)cc3)c3nncn3c2c1
→ /	1066	/	-0.2%	-0.21	/	/	-0.12	0.8	0.2	20%	-1.1	1300	/	/	0.51	/	i
CCOc1ccc(CCNS(=O)(=O)c2cnc[nH]2)cc1OCC
→ 3.0	1377	-34	1.9%	-0.23	11	8	0.6	-0.4	1.8	5%	-0.02	1000	2.4	14	1.5	i	i
Oc1ccccc1-c1nc(N2CCN(Cc3ccccc3)CC2)c2ccccc2n1
→ 4.0	1108	-3	4.2%	-0.13	24	29	0.47	-3.0	0.17	26%	-0.98	979	4.1	8.7	0.25	i	i
NC(=O)CSc1oc(-c2cccs2)nc1S(=O)(=O)c1ccccc1
→ 1.9	1295	-8	-1.1%	-0.23	10	20	0.95	/	0.91	-10%	0.16	/	4.0	3.5	0.49	i	i
CCCn1c(SCC(=O)Nc2cc(S(=O)(=O)N3CCOCC3)ccc2OC)n[nH]c1=O
→ 2.4	1401	-10	3.6%	-0.26	-5	-11	-0.33	-0.9	0.68	-10%	-0.33	923	3.7	5.8	0.23	i	i
O=[N+]([O-])c1ccc(C2=NN(c3ccccc3)C(c3ccco3)C2)cc1 (stereo not drawn)
→ /	/	/	20%	40	/	/	-1.2	-0.1	-8.2	-3%	/	1363	/	/	2.1	/	i
COc1ccc(CCNC(=O)CNC(=O)Cn2cnc3sc(C)c(C)c3c2=O)cc1OC
→ 1.3	1343	2	0.4%	-0.28	11	4	0.22	-1.1	0.78	-1%	0.31	1104	1.4	0.9	0.1	i	i
O=S(=O)(Nc1ccc2c(c1)OCO2)c1cccs1
→ 2.0	1267	-12	-2.7%	-0.3	2	9	0.53	-4.9	-0.48	-25%	0.25	1032	3.9	9.6	-0.15	i	i
COCCOC(=O)C1=C(C)NC2=C(C(=O)CCC2)C1c1ccc2c(c1)OCO2 (stereo not drawn)
→ 1.5	/	-4	-2.1%	-0.15	-5	3	-2.7	-2.4	3.7	5%	/	1122	6.0	4.9	1.7	i	i
O=C(Nc1ccc(F)cc1)N1CCCN(c2ccc(C(F)(F)F)cn2)CC1
→ /	838	/	-0.6%	-0.16	/	/	-0.8	0.1	0.89	-11%	0.15	1284	/	/	0.42	/	i
COc1ccccc1N=NC1=C(O)CC(C)(C)CC1=O
→ 2.1	1176	9	2.3%	-0.21	-5	-18	0.78	-1.6	-0.75	0%	0.15	605	5.7	9.9	0.19	i	i
O=C(NCC1CCN(C(=O)c2ccc([N+](=O)[O-])cc2)CC1)C(=O)Nc1ccccc1
→ 1.7	1210	2	-2.4%	-0.26	-6	9	-0.29	-0.1	0.015	-3%	1.1	1076	3.0	6.7	0.079	i	i
CC(C)/C=C1\CC/C(=C\c2cccnc2)C1=O
→ 1.8	1165	3	-0.4%	0.25	-2	23	0.69	0.1	-3.2	-5%	-0.37	1111	3.6	6.0	-1.5	i	i
COc1cccc(-n2c(SCC(=O)Nc3nccs3)nnc2-c2ccoc2C)c1
→ 1.9	1187	-1	1.8%	-0.21	-17	-13	0.21	-4.5	0.84	4%	-0.08	1229	4.1	3.3	0.36	i	i
O=C(CCSc1ccc(Cl)cc1)N1CCOCC1
→ 2.1	1140	4	-0.2%	-0.25	-8	2	-0.46	4.1	0.086	12%	-0.03	1100	3.2	1.6	0.17	i	i
COCCOC(=O)c1c(C)oc2ccc(OCc3ccccc3)cc12
→ 1.8	1253	3	-0.6%	-0.25	46	2	0.53	2.5	-0.33	-8%	0.63	553	2.1	9.7	0.35	i	i
CCOC(=O)/C(C#N)=C/c1cn(CCOc2ccccc2)c2ccccc12
→ 2.7	1387	6	1.0%	-0.11	7	-9	0.49	1.2	-0.44	-3%	-0.27	1040	2.9	7.0	-0.29	i	i
Cc1cc(C)n(CNc2nc(C(F)(F)F)cs2)n1
→ 2.8	1527	-11	-0.3%	-0.19	-15	11	0.073	-2.2	0.053	15%	0.12	984	2.4	12	0.21	i	i
COc1ccc(-c2nc(CSCC(=O)N3CCN(C)CC3)c(C)o2)cc1OC
→ 2.1	804	-3	0.8%	-0.26	9	-5	0.31	/	-0.49	9%	-1.1	/	6.0	6.0	-0.29	i	i
O=C(COc1ccc(F)cc1Br)NCc1ccccn1
→ 0.8	1934	-11	-1.5%	-0.11	-17	-2	0.62	-1.4	-0.31	1%	0.55	1049	0.4	8.2	0.05	i	i
Cn1c(=O)c2c(nc(-n3ccnc3)n2Cc2ccc(Cl)cc2Cl)n(C)c1=O
→ 2.9	1133	60	-1.5%	-0.37	-6	-5	0.7	-1.2	0.09	-13%	-0.29	981	5.4	20	-0.13	i	i
Cc1ccccc1N1C(=O)CSC1=C(C#N)C#N
→ 2.0	1141	-6	1.4%	0.47	-11	-15	-0.77	1.0	-0.82	-6%	0.06	1090	0.8	3.6	-0.47	i	i

Assay outcomes deposited in PubChem by several laboratories.

This is a random part of the collection; about 4.2% have a hit in one of these screens.
